Screening results: PubChem BioAssay, several laboratories
GalR3 antag: antagonists of human GalR3. inhibition, % at 3 µM. O60755. HEK293 GalR3-CNG cAMP membrane potential fluorescence; galR3 body fused to GalR1 C-terminus. actives 0.44% (n = 360,000). AID 651719;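 active means inhibition above the screen-wide average plus 3 SD, cut at about 13% in these data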;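 further: forskolin and galanin both at EC90 stimulate the cells; cAMP rise reported by CNG channel membrane potential dye signal; 0% = forskolin plus galanin with DMSO and 100% = forskolin alone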
Target sequence (O60755 1-299 limits assumed): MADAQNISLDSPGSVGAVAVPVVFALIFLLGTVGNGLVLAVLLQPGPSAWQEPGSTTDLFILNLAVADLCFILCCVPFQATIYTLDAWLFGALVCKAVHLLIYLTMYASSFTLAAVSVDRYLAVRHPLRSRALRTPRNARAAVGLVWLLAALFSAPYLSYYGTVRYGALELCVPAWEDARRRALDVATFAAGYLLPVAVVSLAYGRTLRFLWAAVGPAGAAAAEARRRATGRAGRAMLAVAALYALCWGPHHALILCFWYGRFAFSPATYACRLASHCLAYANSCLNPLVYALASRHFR
OXTR agonist: human OXTR agonism | P30559 | CHO-OTR cells, Fluo-8 calcium fluorescence; normalized: DMSO 0%, oxytocin 100% | activation, % at 3 µM | actives 0.32% (n = 320,000);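 active means activation above the mean of all tested compounds plus 3 SD, cutoff set per screening run, cut at about 20% in these data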;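 further: peak over basal fluorescence ratio from a 100 s FLIPR kinetic read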
Target sequence (P30559 whole entry, looked up): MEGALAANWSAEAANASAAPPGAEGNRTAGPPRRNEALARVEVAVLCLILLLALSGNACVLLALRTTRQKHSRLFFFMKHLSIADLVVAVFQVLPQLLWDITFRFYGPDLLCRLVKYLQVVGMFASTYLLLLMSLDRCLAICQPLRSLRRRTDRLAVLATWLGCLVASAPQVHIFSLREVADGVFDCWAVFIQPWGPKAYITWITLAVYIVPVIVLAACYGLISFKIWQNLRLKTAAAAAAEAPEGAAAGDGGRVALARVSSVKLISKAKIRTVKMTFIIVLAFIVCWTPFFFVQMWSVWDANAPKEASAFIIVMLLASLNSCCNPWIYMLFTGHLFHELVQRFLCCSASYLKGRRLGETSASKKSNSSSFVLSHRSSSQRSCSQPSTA
GPR7 antag: human neuropeptides B/W receptor 1 antagonism; P48145; GPR7-expressing cells, fluorescence antagonist assay; inhibition, % at 4.4 µM; actives 1.1% (n = 290,000); AID 1861; in the data active means inhibition above about 16%, passing the limit was not always enough;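 further: cells stimulated with the agonist NPW; 0% = agonist with vehicle and 100% = vehicle without agonist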
Target sequence (P48145 whole entry, looked up): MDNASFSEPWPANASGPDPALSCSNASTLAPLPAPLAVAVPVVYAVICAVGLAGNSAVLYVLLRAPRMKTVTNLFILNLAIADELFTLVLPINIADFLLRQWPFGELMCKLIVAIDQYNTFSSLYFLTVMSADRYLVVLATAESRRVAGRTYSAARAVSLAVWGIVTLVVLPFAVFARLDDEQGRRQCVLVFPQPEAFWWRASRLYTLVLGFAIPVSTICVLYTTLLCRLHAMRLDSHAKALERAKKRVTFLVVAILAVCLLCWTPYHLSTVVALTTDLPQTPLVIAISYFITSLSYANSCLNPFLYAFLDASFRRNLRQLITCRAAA
V1aR counter: counter-screen for oxytocin receptor agonists: human V1a receptor agonists; P37288; CHO-V1R cells, Fluo-8 calcium fluorescence, agonist mode; 0% DMSO, 100% 3 nM vasopressin; activation, % at 3 µM; actives 0.25% (n = 320,000); AID 2797;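 active means activation above the mean activation of all tested compounds plus 3 SD, per screening run, cut at about 20% in these data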;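 further: signal is peak over basal fluorescence ratio across a 100 second FLIPR read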
MEKK2wt PB1 HTS: raises or lowers MEK5 binding to wildtype human MEKK2 PB1 domain | Q9Y2U5 | bead flow cytometry, Alexa488-MEK5 binding to MEKK2 WT; actives lie on both sides | binding response (% of control), % at 10 µM | actives 1.1% (n = 290,000); in the data active means binding response below about 67% or above about 130%
M18AAP inhibitor: PfM18AAP enzyme inhibition | recombinant PfM18AAP, H-Glu-NHMec fluorogenic cleavage | inhibition, % at 7.35 µM | AID 1822 | actives 1.2% (n = 290,000);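 active means inhibition above the campaign mean inhibition over all tested compounds plus 3 SD, cut at about 28% in these data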;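 further: 0% = plate median of test compound wells and 100% = 2 mM ZnCl2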
OXTR potentiator: potentiators of human oxytocin receptor; AID 2445; activation, % at 3 µM; CHO-OTR cells, Fluo-8 calcium fluorescence, potentiator mode; 0% = oxytocin EC15, 100% = EC100; actives 0.061% (n = 320,000); P30559;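 active means activation above that plate's cutoff, the mean activation of tested compounds plus 3 SD, cut at about 6.6% in these data, passing the limit was not always enough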;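 further: 100% uses oxytocin at 75 nM as the full agonist control; some results filed as inactive read as strong as hits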
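System: human OTR in CHO cells; Also added: sub-maximal oxytocin, roughly EC15; Timing: compound 6 min at room temperature before oxytocin, 100 s read; Technique: Fluo-8 intracellular calcium fluorescence, ex 470-495, em 515-575 nm; Controls: oxytocin EC15 low and EC100 high; Replication: singlicate.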
MEKK2 mut-MEK5: signal of MEK5 binding to mutant human MEKK2 PB1 domain | bead flow cytometry, Alexa488-MEK5 binding to MEKK2 mutant | AID 1530 | percent response, % at 10 µM | actives 0.35% (n = 290,000); in the data active means percent response above about 24%, passing the limit was not always enough; further: inactives centre near 1; some results filed as inactive read as strong as hits
NALP1 inh: NALP1 inhibition; S. cerevisiae NALP1/ASC/caspase-1 growth, X-gal OD620, 72 h; inhibition, % at 10 µM; actives 0.61% (n = 280,000); in the data active means inhibition mostly above about 24%, no sharp cut-off; inactive means mostly below about 32%; further: some compounds called inactive have numbers as strong as hits
* marks the source's active call; other numbers are inactive results.

`C/C(=N\NC(=O)c1cc(C2CC2)nc2ccccc12)c1ccc(C)s1` gave GalR3 antag -6, OXTR agonist 1.1, GPR7 antag -1, V1aR counter 3.4, MEKK2wt PB1 HTS 101, M18AAP inhibitor -7, OXTR potentiator -11, MEKK2 mut-MEK5 2 and NALP1 inh -37.
For Cc1noc(NS(=O)(=O)c2ccc(N/C=C/C(=O)c3ccc(F)cc3)cc2)c1C the results were GalR3 antag -8, OXTR agonist -1.3, GPR7 antag -1, V1aR counter -0.2, MEKK2wt PB1 HTS 88, M18AAP inhibitor 4, OXTR potentiator -12, MEKK2 mut-MEK5 -13 and NALP1 inh 18.
`CCCCN1C(=O)CC(C(=O)O)C1c1ccc(OC)cc1` (stereo not drawn) gave GalR3 antag -1, OXTR agonist 1.6, GPR7 antag -10, V1aR counter 2.9, MEKK2wt PB1 HTS 91, M18AAP inhibitor -3, OXTR potentiator -1, MEKK2 mut-MEK5 -5 and NALP1 inh 3.
`Cc1cccc(Cn2c(Cc3ccccc3)nc3ccccc32)c1` gave GalR3 antag -1, OXTR agonist -1.9, GPR7 antag -15, V1aR counter -1.8, MEKK2wt PB1 HTS 109, M18AAP inhibitor 1, OXTR potentiator 2, MEKK2 mut-MEK5 1 and NALP1 inh 31.
Screening CCCCOc1ccc(C(=O)Nc2ccc3c(c2)OCO3)cc1 returned GalR3 antag -4, OXTR agonist 0.2, GPR7 antag -9, V1aR counter 0.8, MEKK2wt PB1 HTS 72, M18AAP inhibitor 6, OXTR potentiator -5, MEKK2 mut-MEK5 -11 and NALP1 inh 6.
For CSc1ncccc1C(=O)OCC(=O)NC(=O)NCCC(C)C the results were GalR3 antag -4, OXTR agonist 0.9, GPR7 antag -7, V1aR counter -0.5, MEKK2wt PB1 HTS 91, M18AAP inhibitor -1, OXTR potentiator -5, MEKK2 mut-MEK5 -8 and NALP1 inh -15.
For Cc1cc(C(=O)COC(=O)c2cccnc2Cl)c(C)n1CC1CCCO1 (stereo not drawn) the results were GalR3 antag -3, OXTR agonist 3.5, GPR7 antag -6, V1aR counter 6.4, MEKK2wt PB1 HTS 97, M18AAP inhibitor 4, OXTR potentiator -16, MEKK2 mut-MEK5 -1 and NALP1 inh -12.
Screening CCn1cc(C(=O)NCC2CCCO2)c2cc(OC)c(OC)cc2c1=O (stereo not drawn) returned GalR3 antag -3, OXTR agonist 0.2, GPR7 antag -7, V1aR counter 0.2, MEKK2wt PB1 HTS 87, M18AAP inhibitor 0, OXTR potentiator -6, MEKK2 mut-MEK5 -5 and NALP1 inh 6.
For CCN(CC)C(=O)CSc1nc(Cc2ccccc2)nc2ccccc12 the results were GalR3 antag -6, GPR7 antag -11, MEKK2wt PB1 HTS 106, M18AAP inhibitor 3, MEKK2 mut-MEK5 11 and NALP1 inh 6.
For COc1ccc(Cl)cc1NC(=O)COC(=O)CCNC(C)=O the results were GalR3 antag 2, OXTR agonist -0.2, GPR7 antag 3, V1aR counter 0.4, MEKK2wt PB1 HTS 111, M18AAP inhibitor 1, OXTR potentiator -2, MEKK2 mut-MEK5 10 and NALP1 inh 10.
Screening CCOc1ccccc1NC(=O)CCNS(=O)(=O)c1ccccc1 returned GalR3 antag -7, OXTR agonist -0.1, GPR7 antag 8, V1aR counter -0.5, MEKK2wt PB1 HTS 102, M18AAP inhibitor -3, OXTR potentiator -11 and MEKK2 mut-MEK5 -1.
`COc1ccccc1C(=O)N/N=C/c1ccc2c(c1)OCO2` gave GalR3 antag -9, OXTR agonist 0.9, GPR7 antag 6, V1aR counter 2.4, MEKK2wt PB1 HTS 93, M18AAP inhibitor -5, OXTR potentiator -8, MEKK2 mut-MEK5 -11 and NALP1 inh 18.
For O=C(CN1CCN(S(=O)(=O)c2ccccc2)CC1)Nc1ccc(N2CCOCC2)cc1 the results were GalR3 antag 4, OXTR agonist 3.1, GPR7 antag -11, V1aR counter 3.0, MEKK2wt PB1 HTS 85, M18AAP inhibitor -1, OXTR potentiator -4, MEKK2 mut-MEK5 -2 and NALP1 inh 8.
For Oc1ccc2cccnc2c1 the results were GalR3 antag -4, OXTR agonist 0.6, GPR7 antag 9, V1aR counter 1.2, MEKK2wt PB1 HTS 97, M18AAP inhibitor 2, OXTR potentiator -14, MEKK2 mut-MEK5 4 and NALP1 inh 16.
Screening Cc1ccccc1NC(=O)CON=C(N)c1ccccc1 returned GalR3 antag 3, OXTR agonist 1.5, V1aR counter 1.1 and OXTR potentiator -2.

3 structures from above, ordered by count of non-hydrogen atoms, rising.
For Oc1ccc2cccnc2c1 the results were GalR3 antag -4, OXTR agonist 0.6, GPR7 antag 9, V1aR counter 1.2, MEKK2wt PB1 HTS 97, M18AAP inhibitor 2, OXTR potentiator -14, MEKK2 mut-MEK5 4 and NALP1 inh 16.
For CCN(CC)C(=O)CSc1nc(Cc2ccccc2)nc2ccccc12 the results were GalR3 antag -6, GPR7 antag -11, MEKK2wt PB1 HTS 106, M18AAP inhibitor 3, MEKK2 mut-MEK5 11 and NALP1 inh 6.
For O=C(CN1CCN(S(=O)(=O)c2ccccc2)CC1)Nc1ccc(N2CCOCC2)cc1 the results were GalR3 antag 4, OXTR agonist 3.1, GPR7 antag -11, V1aR counter 3.0, MEKK2wt PB1 HTS 85, M18AAP inhibitor -1, OXTR potentiator -4, MEKK2 mut-MEK5 -2 and NALP1 inh 8.

Further structures follow.
CC(C)c1ccc(OCC(=O)Nc2cccc(C(=O)Nc3ccccc3C(=O)O)c2)cc1 was read as GalR3 antag -4, OXTR agonist -0.4, GPR7 antag -10, V1aR counter 0.7, MEKK2wt PB1 HTS 100, M18AAP inhibitor -15, OXTR potentiator -3, MEKK2 mut-MEK5 -2 and NALP1 inh 2.
CCN(CC)c1ccc(C(=S)NC2CCCCC2)cc1 was read as GalR3 antag 3, OXTR agonist -3.1, GPR7 antag -7, V1aR counter -1.2, MEKK2wt PB1 HTS 100, M18AAP inhibitor 1, OXTR potentiator -8, MEKK2 mut-MEK5 1 and NALP1 inh -1.
Screening COC(=O)[C@H](CC(C)C)NC(=O)Nc1ccccc1F returned GalR3 antag -5, OXTR agonist 0.2, GPR7 antag -6, V1aR counter -0.6, MEKK2wt PB1 HTS 99, M18AAP inhibitor 3, OXTR potentiator -5 and MEKK2 mut-MEK5 0.
`N#Cc1nc(-c2ccccc2F)oc1N1CCCC1` gave GalR3 antag -6, OXTR agonist -1.5, GPR7 antag -21, V1aR counter -0.4, MEKK2wt PB1 HTS 91, M18AAP inhibitor 0, OXTR potentiator -1, MEKK2 mut-MEK5 -5 and NALP1 inh 32.
Screening O=C(CSCc1ccccc1Cl)N1CCN(c2ccccn2)CC1 returned GalR3 antag -2, OXTR agonist 4.7, GPR7 antag -1, V1aR counter 4.5, MEKK2wt PB1 HTS 100, M18AAP inhibitor -3, OXTR potentiator -14, MEKK2 mut-MEK5 2 and NALP1 inh 5.
Screening Cc1ccc(SCC(=O)NN2C(=O)c3ccccc3C2=O)cc1 returned GalR3 antag -2, OXTR agonist -1.1, GPR7 antag -9, V1aR counter -0.4, MEKK2wt PB1 HTS 104, M18AAP inhibitor -4, OXTR potentiator -15, MEKK2 mut-MEK5 7 and NALP1 inh 14.
CCn1cc(C(=O)NCCC2=CCCCC2)c(=O)c2cc(S(=O)(=O)N(C)C)ccc21 was read as GalR3 antag 2, OXTR agonist 0.2, GPR7 antag 0, V1aR counter 0.0, MEKK2wt PB1 HTS 99, M18AAP inhibitor -1, OXTR potentiator -12, MEKK2 mut-MEK5 3 and NALP1 inh -3.
Screening CCOC(=O)Cn1c(=O)cc(C)c2cccc(C)c21 returned GalR3 antag -2, OXTR agonist -2.9, GPR7 antag -14, V1aR counter -1.7, MEKK2wt PB1 HTS 94, M18AAP inhibitor -3, OXTR potentiator -9, MEKK2 mut-MEK5 -3 and NALP1 inh 2.
Screening CCCCCc1ccc(-c2cn(Cc3ccc(C)cc3)nn2)cc1 returned GalR3 antag -4, OXTR agonist 0.1, GPR7 antag -11, V1aR counter 0.9, MEKK2wt PB1 HTS 92, M18AAP inhibitor 0, OXTR potentiator -7, MEKK2 mut-MEK5 -2 and NALP1 inh 22.
For CCOC(=O)C1CCCN(Cc2sccc2C)C1 (stereo not drawn) the results were OXTR agonist -0.9, GPR7 antag 3, V1aR counter 0.0, MEKK2wt PB1 HTS 96, M18AAP inhibitor 7, OXTR potentiator 0, MEKK2 mut-MEK5 -1 and NALP1 inh -3.
For Cc1cc(C)nc(N/N=C2/CCSc3ccc(F)cc32)n1 the results were GalR3 antag -8, OXTR agonist -1.2, GPR7 antag 8, V1aR counter -1.1, MEKK2wt PB1 HTS 99, M18AAP inhibitor 4, OXTR potentiator -3, MEKK2 mut-MEK5 -3 and NALP1 inh -2.
COc1ccc(CN2CCNC(=O)C2CC(=O)N(C)Cc2nonc2C)c(F)c1 (stereo not drawn) was read as GalR3 antag 0, OXTR agonist 0.2, GPR7 antag -15, V1aR counter 0.6, MEKK2wt PB1 HTS 112, M18AAP inhibitor 1, OXTR potentiator -1, MEKK2 mut-MEK5 10 and NALP1 inh 5.
Screening Cc1cccc(NC(=O)c2ccc(-n3cccn3)c([N+](=O)[O-])c2)c1 returned GalR3 antag 1, OXTR agonist 0.1, GPR7 antag -3, V1aR counter 0.7, MEKK2wt PB1 HTS 108, M18AAP inhibitor -13, OXTR potentiator 5, MEKK2 mut-MEK5 13 and NALP1 inh 0.
Cc1ccc(C2Cc3cc(O)c(O)cc3CN2)cc1 (stereo not drawn) was read as GalR3 antag -3, OXTR agonist 1.1, V1aR counter 1.0 and OXTR potentiator -1.
COc1ccc(C2=NOC(C(=O)NCc3cccs3)C2)cc1OC (stereo not drawn) was read as GalR3 antag 1, OXTR agonist 1.3, GPR7 antag 6, V1aR counter 0.8, MEKK2wt PB1 HTS 94, M18AAP inhibitor 10, OXTR potentiator -17, MEKK2 mut-MEK5 0 and NALP1 inh 12.
Screening COc1ccccc1N1CCN(C(=O)c2cc(=O)c3cc(C)ccc3o2)CC1 returned GalR3 antag -11, OXTR agonist -1.1, GPR7 antag 5, V1aR counter 2.1, MEKK2wt PB1 HTS 106, M18AAP inhibitor -11, OXTR potentiator -10, MEKK2 mut-MEK5 5 and NALP1 inh 27.
For CCOC(=O)C1=C(O)/C(=C\c2ccc(OC)c(OC)c2)N=C1C the results were GalR3 antag -11, OXTR agonist -0.1, GPR7 antag -8, V1aR counter 0.4, MEKK2wt PB1 HTS 109, M18AAP inhibitor 13, OXTR potentiator 1, MEKK2 mut-MEK5 8 and NALP1 inh 0.
O=C(Nc1ccc(S(=O)(=O)NCC2CCCO2)cc1)c1ccc(F)cc1 (stereo not drawn) was read as GalR3 antag -5, OXTR agonist 5.9, GPR7 antag -3, V1aR counter 14, MEKK2wt PB1 HTS 96, M18AAP inhibitor -1, OXTR potentiator -12, MEKK2 mut-MEK5 1 and NALP1 inh 26.
For COCCNC(=O)c1onc(CSc2ccc(Cl)cc2)c1C(=O)O the results were GalR3 antag -5, OXTR agonist 0.1, GPR7 antag 0, V1aR counter -0.4, MEKK2wt PB1 HTS 108, M18AAP inhibitor -6, OXTR potentiator -11, MEKK2 mut-MEK5 5 and NALP1 inh -6.
